Screens deposited in PubChem by National Center for Advancing Translational Sciences (NCATS).
NPC1 promoter act: qHTS Assay for NPC1 Promoter Activators. Huh7 NPC1 promoter luciferase reporter, 24 h. Potency, µM (doses to about 9.22 µM), without a hit: at the top dose activation, actives largely listed as activators. actives 2.4% (n = 320,000). AID 485313, 2010;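 note: potency is the fitted concentration of half-maximal effect; % of control where 0% means no effect; nearly all actives have a fitted effect of over 60% in size; reporter is driven by a mutant NPC1 promoter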
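Cells: Huh7 expressing luciferase under the NPC1 promoter, 1500/well. Seeded 2 h, compound added, incubated 24 h at 37 °C. Luciferase reagent, 10 min ambient, then luminescence.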
Gal4-VP16 FLuc: VP16 counterscreen qHTS for inhibitors of ROR gamma transcriptional activity; Drosophila S2 Gal4-VP16 UAS-luciferase, luminescence, 20 h; Potency, µM (top dose mostly 53.6 µM), inactives show at the top dose activity, negative = inhibition, most hits filed as inhibitors; actives 3.5% (n = 310,000);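 note: Gal4-VP16 expression switched on by copper sulfate through the metallothionein promoter; potency is the fitted concentration of half-maximal effect; % is set by controls: 0 for no effect and ±100 for the full control effect; nearly all actives have a fitted effect of over 50% in size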
ELG1 repair inh: qHTS screen for small molecules that inhibit ELG1-dependent DNA repair in human embryonic kidney (HEK293T) cells expressing luciferase-tagged ELG1 | HEK293T ELG1-luciferase reporter, luminescence, 16 h; DNA damage induced by 5-fluorouridine | Potency, µM (series often up to 46.1 µM), for the others: at the top dose activity change, negative = inhibition, actives largely listed as inhibitors | actives 2.3% (n = 330,000) | AID 504467, 2011; note: potency is the fitted concentration of half-maximal effect; % is set by controls: 0 for no effect and ±100 for the full control effect; nearly all actives have a fitted effect of over 55% in size
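HEK293T cells expressing luciferase-tagged ELG1 (2,000/well) received 5-Fluorouridine plus compound or DMSO for 16 hr at 37 °C. Luciferase was read by ONE-Glo luminescence after 30 min at room temperature.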
RORgamma inh: qHTS for inhibitors of ROR gamma transcriptional activity; Drosophila S2 Gal4-RORgamma UAS-luciferase reporter, 20 h; actives 5.4% (n = 310,000); Potency, µM (highest dose often 53.6 µM), for the others: at the highest dose activity change, negative = inhibition, most hits filed as inhibitors; AID 2551, 2010; note: potency is the fitted concentration of half-maximal effect; % is set by controls: 0 for no effect and ±100 for the full control effect; nearly all actives have a fitted effect of over 60% in size
Target sequence (P51450 whole entry, looked up, the tested form may be a part): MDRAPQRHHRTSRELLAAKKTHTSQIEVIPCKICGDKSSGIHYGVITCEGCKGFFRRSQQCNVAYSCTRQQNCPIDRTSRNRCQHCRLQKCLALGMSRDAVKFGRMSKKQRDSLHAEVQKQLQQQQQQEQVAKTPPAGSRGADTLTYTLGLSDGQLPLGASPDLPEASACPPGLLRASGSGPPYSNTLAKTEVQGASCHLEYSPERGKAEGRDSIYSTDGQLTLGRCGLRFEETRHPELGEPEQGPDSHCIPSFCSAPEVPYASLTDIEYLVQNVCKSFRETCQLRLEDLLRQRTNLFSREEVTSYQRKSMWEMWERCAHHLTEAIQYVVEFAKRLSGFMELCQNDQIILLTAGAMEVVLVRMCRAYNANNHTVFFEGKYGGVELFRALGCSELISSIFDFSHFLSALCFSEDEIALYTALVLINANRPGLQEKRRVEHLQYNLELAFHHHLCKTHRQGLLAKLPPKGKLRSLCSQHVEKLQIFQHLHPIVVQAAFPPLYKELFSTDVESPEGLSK
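Compounds are pin-transferred onto Drosophila Schneider cells expressing a copper-inducible Gal4–ROR gamma transactivation domain fusion. After 1 hr, copper sulfate is added to 700 uM final; luciferase is read 20 hr later.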
MBNL1 CUG block: qHTS Assay for Inhibitors of MBNL1-poly(CUG) RNA binding; Muscleblind-like protein 1 (Homo sapiens), Q9NR56; TR-FRET MBNL1-His/biotin-(CUG)12 binding, 665/545 ratio; Potency, µM (series often up to 57.5 µM), inactives show top-dose activity change, negative = inhibition, actives largely listed as inhibitors; actives 0.036% (n = 280,000); AID 2675, 2010; active = well fitted inhibition curve with a large enough effect in the signal ratio, with a control signal flat, not every such curve was filed as active; inconclusive = small, poorly fitted or top-dose-only effect, or effect the other way, or a change in a side signal; inactive = no such curve, though single readings can be large or run the other way; the % refers to the signal ratio; note: potency is the fitted concentration of half-maximal effect; % is set by controls: 0 for no effect and ±100 for the full control effect
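Compound titration spanned 92 nM–58 uM against the MBNL1-His/biotin-(CUG)12 complex. After 60 min at room temperature with 5 nM streptavidin-XL665 and 0.055 ng/ul terbium anti-His, ratiometric 665/545 nm emission (Ex 340 nm) normalized to controls.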
FLuc modulator: qHTS profiling assay for firefly luciferase inhibitor/activator using purifed enzyme and Km concentrations of substrates (counterscreen for miR-21 project) | Luciferin 4-monooxygenase (Photinus pyralis), P08659 | purified FLuc, Km substrates, luminescence inhibition | Potency, µM (doses to about 57.5 µM), without a hit: top-dose activity change, negative = inhibition, usual class: inhibitors | actives 6.9% (n = 360,000) | AID 588342, 2011;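 note: potency is the fitted concentration of half-maximal effect; plate controls were vehicle for no effect and reference inhibitor for full effect; nearly all actives have a fitted effect of over 55% in size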
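Biochemical qHTS of compounds, final roughly 60 µM downward over six points, against 10 nM purified firefly luciferase using Km concentrations of substrates (10 uM D-luciferin, 10 uM ATP) in Tris acetate pH 7.5 buffer; luminescence output.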
Mito fusion yeast: qHTS Assay for Small Molecule Inhibitors of Mitochondrial Division or Activators of Mitochondrial Fusion; S. cerevisiae fusion-defective mutant growth rescue, CellTiterGlo 48 h; Potency, µM (doses to about 46.1 µM), for the others: at the highest dose growth rescue (activation), most hits filed as activators; actives 0.23% (n = 320,000);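 note: potency is the fitted concentration of half-maximal effect; % of control where 0% means no effect; nearly all actives have a fitted effect of over 45% in size; temperature-sensitive fusion mutants such as fzo1-1 at 37 °C on non-fermentable ethanol glycerol medium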
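Compounds are tested for their ability to restore growth of mitochondrial fusion-defective yeast strains at non-permissive 37C in YPEG medium over 48 hours. Viability is quantified by luciferase luminescence.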
KCNH2 3.1 inh: qHTS for Inhibitors of KCHN2 3.1: Mutant qHTS | Potassium voltage-gated channel subfamily H member 2, brain isoform KCNH2 3.1 (human) | activity change, % (tested at about 1.8 µM) | U2OS KCNH2 3.1, thallium flux FluxOr; hits give low values | actives 0.95% (n = 340,000);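 active = maximum activity change below -70%; inconclusive = maximum activity change from -70% to -50%; inactive = maximum activity change above -50%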;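 note: thallium influx rate constant from kinetic fluorescence after stimulation buffer; % is set by controls: 0 for no effect and ±100 for the full control effect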
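Channel expression came from 3.1 mutant virus (1.77 x 10^8 /mL) applied to suspended U2OS cells for 4 h. Flux was tracked with FluxOr dye plus Red40 quencher, and kinetic rate constants normalized to controls.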
Rab9 promoter act: qHTS Assay for Rab9 Promoter Activators. Potency, µM (top dose mostly 9.22 µM), for the others: at the top dose activation, negative = inhibition, most hits filed as activators. AID 485297, 2010. Huh7 Rab9 promoter-luciferase reporter, luminescence, 24 h. actives 2.8% (n = 320,000); note: potency is the fitted concentration of half-maximal effect; % of control where 0% means no effect; nearly all actives have a fitted effect of over 60% in size
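Steps: seed 1500 Huh7 Rab9-luc cells per well, rest 2 h at 37 °C; add compound in DMSO; incubate 24 h; add luciferase reagent, 10 min ambient; read luminescence.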
PKM2 act: qHTS Assay for Activators of Human Muscle isoform 2 Pyruvate Kinase. Pyruvate kinase PKM (Homo sapiens), P14618. purified PKM2, Kinase-Glo ATP luminescence, activation; response scale: 0% is enzyme alone, no compound. Potency, µM (series often up to 57.5 µM), inactives show top-dose activation, usual class: activators. actives 0.34% (n = 260,000); note: potency is the fitted concentration of half-maximal effect; % is set by controls: 0 for no effect and ±100 for the full control effect; nearly all actives have a fitted effect of over 55% in size
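Purified hPK-M2 (>95%) run at intermediate activity with 0.1 mM ADP and 0.5 mM PEP in 50 mM imidazole pH 7.2, KCl, MgCl2; 1 h room temperature. ATP formed read by Kinase-Glo luminescence; normalized to uninhibited and no-enzyme controls.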
Menin MLL FP TR: qHTS Assay for Inhibitors Targeting the Menin-MLL Interaction in MLL Related Leukemias: Competition With Texas Red Labeled MLL-derived Mutant Peptide | actives 0.23% (n = 270,000) | O00255 | Menin + Texas Red MLL mutant peptide, fluorescence polarization | AID 1768, 2009 | Potency, µM (titrated, usually from 61.6 µM), inactives show at the top dose FP activity change, negative = inhibition, hits mostly inhibitors; active = well fitted inhibition curve with a large enough effect in the polarisation, with a control signal flat, not every such curve was filed as active; inconclusive = small, poorly fitted or top-dose-only effect, or effect the other way, or a change in a side signal; inactive = no such curve, though single readings can be large or run the other way; the % refers to the polarisation; note: potency is the fitted concentration of half-maximal effect; % of control where 0% means no effect; many of its hits are not listed in these tables
Target sequence (O00255 whole entry, looked up): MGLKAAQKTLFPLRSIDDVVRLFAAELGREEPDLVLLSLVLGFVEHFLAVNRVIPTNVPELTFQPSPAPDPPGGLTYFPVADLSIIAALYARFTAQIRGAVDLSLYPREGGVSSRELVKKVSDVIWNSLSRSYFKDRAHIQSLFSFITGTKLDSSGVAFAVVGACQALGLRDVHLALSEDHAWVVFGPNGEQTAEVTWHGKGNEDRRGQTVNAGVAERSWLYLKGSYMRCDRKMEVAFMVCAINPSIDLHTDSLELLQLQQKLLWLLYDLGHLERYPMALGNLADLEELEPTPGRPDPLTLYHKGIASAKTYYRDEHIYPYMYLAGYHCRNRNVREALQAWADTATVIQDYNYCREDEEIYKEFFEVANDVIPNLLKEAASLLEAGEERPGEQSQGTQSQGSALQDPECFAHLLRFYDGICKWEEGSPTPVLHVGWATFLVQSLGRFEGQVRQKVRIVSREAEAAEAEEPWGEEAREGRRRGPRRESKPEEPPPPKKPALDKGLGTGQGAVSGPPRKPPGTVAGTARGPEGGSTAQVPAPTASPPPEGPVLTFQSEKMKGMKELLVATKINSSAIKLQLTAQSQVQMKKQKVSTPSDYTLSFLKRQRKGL
* = called active by the depositor; ? = inconclusive; . = not tested or not shown; [ ] = remark or other dose. Unless noted, calls come from the whole dose curve; as a rule, active = well fitted curve in the direction sought with a large enough effect; inconclusive = small, poorly fitted or top-dose-only effect, or another doubt; inactive = no such curve, though single readings can be large; an effect the other way counts as inactive or inconclusive.

SMILES	NPC1 promoter act	Gal4-VP16 FLuc	ELG1 repair inh	RORgamma inh	MBNL1 CUG block	FLuc modulator	Mito fusion yeast	KCNH2 3.1 inh	Rab9 promoter act	PKM2 act	Menin MLL FP TR
Cc1nc2ccccn2c1C(=O)CSc1ccccc1Cl	-3%	2%	-12%	-16%	-1%	?	5%	-19	-1%	23%	-3%
O=C(Nc1ccc(O)c(-c2nc3ccccc3o2)c1)C1(c2ccc([N+](=O)[O-])cc2)CCCC1	-8%	-9%	3%	26%	-15%	-9%	12%	-7	-8%	12%	3%
CCN(c1ccc(OC)cc1)S(=O)(=O)c1nnc(NC(=O)CC(C)C)s1	-9%	-9%	-3%	-22%	-3%	0%	0%	8	-8%[1.84 µM]	.	57%[activator]
CC/C(=N\NC(=O)c1ccncc1)C12CC3CC(CC(C3)C1)C2	0%	7%	5%	-5%	3%	1%	0%	-6	-6%	1%	12%
COc1ccccc1C(=O)NCC(=O)NCCSc1ccc(Br)cc1	-4%	.	0%	.	.	0%	3%	-9	3%	.	.
O=C(O)C1CCCCC1C(=O)NCCc1ccc(Cl)cc1 (centres undefined)	1%	11%	4%	?	-12%	10%[2.3 µM]	1%	43	2%	-1%	-2%
Cc1nc2oc3c(=O)[nH]cnc3c2c2c1COC(C)(C)C2	-5%	-5%	2%	-3%	-12%	0%	5%	3	-1%	-3%	.
O=c1ccc2cc(S(=O)(=O)N3CCN(c4ccccc4F)CC3)ccc2[nH]1	0%	-10%	-23%	2%	-2%	-1%	4%	-17	3%	-5%	14%
CN(CC(=O)O/N=C(\N)c1ccc(Br)cc1)S(=O)(=O)c1ccccc1	-2%	3%	-14%	64%	-8%	?	0%	.	5%	-3%	34%[activator]
O=C(COC(=O)CNC(=O)c1ccccc1F)NCCC1=CCCCC1	0%	-1%	7%	3%	-6%	5%	-1%	25	-3%	-3%	-6%
NC(=O)C1CCN(c2nc(-c3ccccc3)nc3ccccc23)CC1	-3%	-4%	?	3%	0%	1%	4%	-20	3%	0%	11%
CCOC(=O)c1sc(NC(=O)CN(CC(C)C)CC(C)C)c(C(=O)OCC)c1C	0%	-2%	-8%	-25%	0%	-1%	-1%	-6	-2%	5%	.
O=C(NCc1ccccn1)C1CCCN(Cc2cnn(-c3ccccc3)c2-n2cccc2)C1 (centres undefined)	-4%	-1%	3%	-30%	9%	0%	0%	5	4%	1%	-26%
O=C(NCC1CCCO1)c1ccc(F)c2ccccc12 (centres undefined)	2%	2%	27%	7%	-2%	3%	-3%	22	11%	0%	-18%
O=c1c2c(nc(NCCO)n1CC1CCCCC1)-c1ccccc1CC21CCCC1	1%	5%	?	9%	5%	1%	25%	-7	-1%	2%	-8%
O=C(NC(=S)Nc1nc(-c2ccc([N+](=O)[O-])cc2)cs1)c1ccco1	20%	?	?	2.2µM*	9%	?	-3%	16	8%	-11%	.
O=C(c1ccccc1)c1ccc(Oc2ccc(C(=O)O)c(C(=O)O)c2)cc1	-1%	-1%	?	9%	-12%	?	3%	-8	6%	0%	-1%
Cc1[nH]c2ccccc2c1C(=O)COC(=O)c1nccnc1N	18%	.	?	.	.	?	1%	12	4%	.	.
O=C(CN1C(=O)/C(=C/c2ccccc2F)Oc2ccccc21)N1CCN(c2ccccn2)CC1	-7%	-8%	3%	14%[10 µM]	.	0%	-1%	6	4%	1%	-1%
Cc1nn(C)c(NC(=O)c2ccccc2Cl)c1Cl	1%	6%	14%	8%	1%	-2%	3%	-18	-1%	.	26%
O=C(Nc1ccccc1)c1ccccc1N=Cc1cccc(O)c1	5%	7%[10 µM]	-9%	9%	-4%	-2%	-2%	-5	9%	2%	5%
COc1ccc(/C(N)=N/OC(=O)Oc2ccccc2)cc1OC	-1%	-14%	9%	4%	-4%	-7%	-13%	2	-2%	-19%	-7%
COc1cc(NC(=O)CC(C)S(=O)(=O)c2ccc3c(c2)NC(=O)CO3)cc(OC)c1OC (centres undefined)	-4%	3%	-4%	-4%	-4%	5%	0%	20	3%	.	.
O=C(Nc1ccncc1)c1cncc(Br)c1	7%	-4%	?	-20%	-9%	-1%	14%	2	-7%	-2%	-8%
Fc1ccc(CSc2nc3ncc(Br)cc3[nH]2)cc1	15%	9%	?	15%	32%[activator]	3%	2%	17	21%	-3%	-9%
COc1ccc(Cc2c(O)nc(SCC(=O)NC(C)(C)C)[nH]c2=O)cc1	0%	3%	19%	-3%	-26%	1%	0%	-5	-2%	23%	0%
COC(=O)c1cc(Br)c(=O)n(-c2ccccc2F)c1	-1%	-2%	15%	-16%	-6%	-1%	0%	-2	-8%	-2%	0%
CC1CCN(C(=O)CSc2nc3c(c(=O)n(C)c(=O)n3C)n2C)CC1	-1%	8%	-1%	17%	-9%	-1%	-3%	4	9%	-14%	-5%
Cc1ccc(NC(=O)COC(=O)Cc2c(F)cccc2Cl)cc1S(=O)(=O)N1CCOCC1	0%	.	9%	.	.	-1%	8%	0	-9%	.	.
O=C(C1CCCC1)N1CCN(S(=O)(=O)c2cccc(Cl)c2Cl)CC1	0%	7%	3%	10%	-3%	1%	5%	4	-1%	.	-8%
CCCCN(C(=O)c1cc(S(=O)(=O)N2CCCCCC2)ccc1OC)c1ccccc1	-1%	.	-6%	.	.	3%	19%	-2	0%	.	.
Brc1ccc(Nc2c3c(nc4ncnn24)CCC3)cc1	-2%	?	?	13µM*	-5%	1%	11%	21	-6%	-2%	-14%
CC1(C)CCC(=O)N(c2ccc(OC(F)(F)F)cc2)C1=O	-1%	-9%	-4%	-6%	-3%	0%	3%	4	-4%	.	-18%
Cc1ccc(C(=O)Oc2ccc(Cl)c3cccnc23)cc1[N+](=O)[O-]	-6%	3.5µM*	?	1.6µM*	13%	?	3%	-6	-8%	1%	35%[activator]
CCCCNc1ncnc2c1cnn2-c1ccc(C)cc1C	-1%	3%	-1%	5%	0%	-19%	14%	9	-7%	-3%	10%
COc1ccc(NC(=O)COC(=O)Cn2cnc3ccccc3c2=O)cc1OC	-4%	2%	5%	11%	-2%	4%	-4%	12	2%	0%	.
CC(C)(C)NC(=O)/C(=C\c1ccc(Br)cc1)NC(=O)c1cccs1	0%	-15%	7%	23%	11%	1%	4%	5	-1%	-5%	5%
Cc1ccc2c(CC(=O)NCC(=O)Nc3c(C)cccc3C)coc2c1	1%	.	-1%	.	.	6%	-8%	-9	-1%	.	.
CCOc1ccc(Nc2nnc(SCc3nc4ccccc4c(=O)[nH]3)s2)cc1	-1%	-1%	18%	11%	-6%	8%	4%	-1	-2%	8%	.
CCCNC(=O)CN1C(=O)c2ccccc2Sc2ncccc21	-1%	-4%	0%	-11%	-2%	-1%	-8%	7	-2%	.	0%
COc1c(C)cc(C(=O)C2CCCN(C(=O)C3=C(C)OCCO3)C2)cc1C (centres undefined)	2%	-13%	?	-1%	-6%	-2%	1%	-3	-4%	-11%	12%
CCCc1nc2sc3c(=O)[nH]cnc3c2c2c1CCCC2	0%	-11%	-9%	-9%	1%	1%	-1%	.	1%	-6%	.
O=C(O)C(=O)Nc1nc(-c2ccc3c(c2)OCCO3)cs1	-2%	-2%	?	-7%	-6%	9.5µM*	-4%	14	2%	7%[0.46 µM]	5%
COc1ccc(NC(=S)NCc2cccnc2)cc1	-3%	-21%	13%	-1%	-3%	-2%	4%	-3	-7%	-4%	-1%
COCCCNC(=O)Cn1nnc(-c2ccccc2NC(=O)c2ccccc2F)n1	-3%	-11%	5%	6%	4%	5%	1%	6	-8%	1%	3%
Cc1cc[n+](-c2[nH]c(=O)sc2/C=N/N=C(\[O-])c2ccncc2)cc1	-5%	-3%	1%	?	?	-3%	1%	7	-8%	.	.

This is a subset (hit frequency here may not be typical).
